SUMO1-SIM PPI: modulators of human SUMO1-mediated protein-protein interactions; P63165; inhibition, % at 20 µM; SUMO1 binding to a labelled peptide, TR-FRET, 1 h; 360,000 tested, 0.33% active; AID 602429; in the data active = inhibition above about 37%
STEP inh: STEP (human) phosphatase inhibition; recombinant STEP, OMFP fluorogenic substrate, fluorescence; inhibition, % at 20 µM; 360,000 tested, 0.25% active;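 active = inhibition at 20 µM, scaled per plate between control wells, above about 37%, limit read from the data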;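 note: 0% = DMSO with enzyme and substrate and 100% = substrate only without enzyme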
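Test system: STEP tyrosine phosphatase / Reagent: OMFP at 25 µM / Doses: 20 µM, 1% DMSO / Read-out: percent inhibition scaled to no-enzyme and uninhibited-enzyme controls, plate-pattern corrected / Detection: FITC-channel fluorescence of OMFP product / Medium: Bis-Tris buffer pH 6.0, 2.5 mM DTT, 0.005% Tween 20 / Schedule: 20 min at room temperature, dark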
NadD block: blocks S. aureus nicotinate mononucleotide adenylyltransferase. purified NadD enzyme, colorimetric absorbance read-out. inhibition, % at 20 µM. 360,000 tested, 0.78% active; in the data active = inhibition above about 26%; note: some compounds past the cut are filed as inactive
PABP1 MLLE inh: blocks PAM2 peptide binding to the PABP1 MLLE domain | P11940 | GST-MLLE / FITC-PAM2 fluorescence polarization | inhibition, % at 20 µM | 360,000 tested, 0.36% active; in the data active = inhibition above about 35%, passing the limit was not always enough;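 note: plate controls were DMSO wells with GST-MLLE for no effect and wells lacking GST-MLLE protein for full effect; some results filed as inactive read as strong as hits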
Rpn11 inh: Rpn11 (human) deubiquitinase inhibition; O00487; human 26S proteasome, Ub4-pepOG fluorescence polarization; 20S core pre-blocked with epoxomicin; calls only at 20 µM; 360,000 tested, 0.59% active;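 active = inhibition at 20 µM, scaled to each plate's controls, above about 33%, limit read from the data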
LMPTP inh: LMPTP (human) inhibition. P24666. inhibition, % at 20 µM. 360,000 tested, 0.22% active. recombinant LMPTP-A, OMFP fluorogenic substrate, fluorescence intensity;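 active = compounds that cut the enzyme signal by at least half of the control window in the single-dose screen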;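 note: plate controls were DMSO wells with enzyme plus substrate for no effect and substrate without enzyme for full effect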
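material = LMPTP-A | quantity = 0.625 nM enzyme | reagent = OMFP substrate, 400 µM final | buffer or medium = Bis-Tris pH 6.0, DTT, detergent | detection = endpoint fluorescence intensity from OMFP dephosphorylation | dosing = single 20 µM dose | read-out basis = % inhibition relative to no-enzyme and uninhibited control wells | control set = no-enzyme and uninhibited controls | timing = 50 min at room temperature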
CSN deneddyl inh: CSN deneddylation inhibition; Q92905; Purified CSN, SCF-Nedd8-OG deneddylation, fluorescence polarization; AID 651999; 360,000 tested, 0.38% active; inhibition, % at 12.5 µM;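 active = pattern-corrected inhibition above about 35%, with an unprinted fluorescence ratio check between 0.5 and 1.5, limit read from the data, passing the limit was not always enough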;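 note: 0% = enzyme with substrate and 100% = substrate without enzyme; some results filed as inactive read as strong as hits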
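Material: human Csn5 produced in HEK293T cells; Input: enzyme 0.24 nM; Reagent: SCFSkp2-Nedd8OG substrate at 10 nM final; Dosing: 12.5 µM compound; Incubation: 90 min reaction at room temperature; Detection: fluorescence polarization of the substrate; Evaluation: % inhibition of substrate cleavage by Csn5; Control set: substrate-only high control, full reaction low control.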
DNMT1 inh: DNMT1 (human) enzyme inhibition; P26358; DNMT1 molecular beacon, Hinp1I cleavage, fluorescence; inhibition (reported as % activation of signal), % at 10 µM; 360,000 tested, 0.83% active; AID 588458; in the data active = inhibition above about 50%
Target sequence (P26358 504-1616 limits assumed): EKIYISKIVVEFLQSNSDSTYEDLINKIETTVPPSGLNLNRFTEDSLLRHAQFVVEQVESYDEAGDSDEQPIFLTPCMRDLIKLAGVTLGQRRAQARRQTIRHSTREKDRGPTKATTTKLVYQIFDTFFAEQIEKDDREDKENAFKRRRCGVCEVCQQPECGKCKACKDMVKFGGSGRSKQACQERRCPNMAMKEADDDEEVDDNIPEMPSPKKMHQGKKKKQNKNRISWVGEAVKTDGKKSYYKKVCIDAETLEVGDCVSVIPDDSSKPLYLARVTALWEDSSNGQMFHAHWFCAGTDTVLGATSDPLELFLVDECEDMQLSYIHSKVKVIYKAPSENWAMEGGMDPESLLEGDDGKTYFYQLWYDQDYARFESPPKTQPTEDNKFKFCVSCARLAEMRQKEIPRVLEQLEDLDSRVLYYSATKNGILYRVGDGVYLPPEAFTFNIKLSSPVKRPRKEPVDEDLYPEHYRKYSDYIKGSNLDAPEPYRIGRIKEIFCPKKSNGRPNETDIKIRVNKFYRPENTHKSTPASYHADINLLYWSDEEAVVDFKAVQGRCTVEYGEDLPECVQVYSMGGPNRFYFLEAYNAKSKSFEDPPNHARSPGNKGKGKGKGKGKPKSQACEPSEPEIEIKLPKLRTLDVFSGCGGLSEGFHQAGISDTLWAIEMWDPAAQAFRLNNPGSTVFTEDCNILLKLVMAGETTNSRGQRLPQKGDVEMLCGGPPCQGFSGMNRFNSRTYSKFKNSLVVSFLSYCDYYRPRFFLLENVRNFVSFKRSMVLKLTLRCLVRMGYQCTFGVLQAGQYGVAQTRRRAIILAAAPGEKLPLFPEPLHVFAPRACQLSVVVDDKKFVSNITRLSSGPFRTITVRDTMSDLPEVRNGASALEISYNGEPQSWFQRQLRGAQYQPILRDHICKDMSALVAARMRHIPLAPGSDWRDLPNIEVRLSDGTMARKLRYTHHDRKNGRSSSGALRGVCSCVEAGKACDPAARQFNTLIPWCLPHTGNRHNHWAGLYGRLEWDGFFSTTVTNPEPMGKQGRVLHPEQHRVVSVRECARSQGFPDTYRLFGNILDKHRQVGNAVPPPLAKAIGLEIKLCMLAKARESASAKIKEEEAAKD
Scp1 inh: blocks human Scp-1 phosphatase activity; 340,000 tested, 0.88% active; inhibition, % at 20 µM; Q9GZU7; AID 493091; Recombinant Scp1, phosphopeptide, malachite green phosphate absorbance;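 active = inhibition above about 50% at 20 µM, limit read from the data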;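 note: plate controls were DMSO wells with enzyme for no effect and wells lacking enzyme for full effect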
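Test system: SCP-1 phosphatase catalytic domain, residues 76-261; measured by: colorimetric phosphate reagent with accelerator and stabiliser, absorbance at 630 nm; timing: enzyme reaction 45 min at room temperature, colour 5 min, stabilisation 30 min; also added: Phosphorylated 17-residue peptide substrate; compound dosing: one concentration, 20 µM, with 1.0% DMSO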
TbMetRS inhib: Trypanosoma brucei MetRS inhibition; inhibition, % at 11.9 µM; purified T. brucei MetRS, ATP depletion, Kinase-Glo luminescence; 360,000 tested, 0.4% active; AID 624268;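 active = inhibition above a per-plate cutoff of the control wells' mean inhibition plus 3 SD, cut at about 5.5% in these data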;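 note: 0% = DMSO wells median and 100% = median of wells with control inhibitor compound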
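Assay system: T. brucei methionyl-tRNA synthetase, purified | Medium: HEPES buffer with MgCl2, KCl, DTT, spermine, BSA, pyrophosphatase | Compound: 11.9 µM single point | Incubation: 15 min enzyme-compound preincubation, 2 h reaction, 10 min detection, 25 °C | Measured by: Kinase-Glo luciferase luminescence reporting remaining unconsumed ATP | Measure: % inhibition normalized to control-well medians | Replication: Singlicate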
Active calls of the source: *.

`O=C(Cc1cccs1)Nc1nnc(COc2ccccc2)s1` gave SUMO1-SIM PPI -1, STEP inh 1, NadD block 6, PABP1 MLLE inh 4, Rpn11 inh inactive, LMPTP inh 0.6, CSN deneddyl inh 3, DNMT1 inh 8, Scp1 inh 19 and TbMetRS inhib -0.4.
For COc1ccc(CNC(=S)N/N=C/c2ccc(O)c(OC)c2)cc1 the results were SUMO1-SIM PPI 3, STEP inh -5, NadD block -5, PABP1 MLLE inh 9, Rpn11 inh inactive, LMPTP inh -0.1, CSN deneddyl inh -3, DNMT1 inh -1, Scp1 inh -10 and TbMetRS inhib -0.3.
`Cc1cccc(NS(=O)(=O)c2cn(C)c(=O)n(C)c2=O)c1C` gave SUMO1-SIM PPI 1, STEP inh 3, NadD block -5, PABP1 MLLE inh -15, Rpn11 inh inactive, LMPTP inh -2.1, CSN deneddyl inh -8, DNMT1 inh 4, Scp1 inh -4 and TbMetRS inhib -0.7.
Screening NC(=O)c1ccccc1N/C=C/C(=O)c1ccccc1 returned SUMO1-SIM PPI -21, STEP inh -2, NadD block 2, PABP1 MLLE inh -15, Rpn11 inh inactive, LMPTP inh 0.3, CSN deneddyl inh -3, DNMT1 inh -3, Scp1 inh 0 and TbMetRS inhib -0.5.
Screening COc1ccc(NC(=O)CN2C(=O)NC(C)(c3ccccc3)C2=O)cn1 (stereo not drawn) returned SUMO1-SIM PPI -4, STEP inh -1, NadD block 1, PABP1 MLLE inh 6, Rpn11 inh inactive, LMPTP inh -0.5, CSN deneddyl inh 3, DNMT1 inh 3 and TbMetRS inhib -0.1.
`Cc1ccc(NC(=O)CN2C(=O)NC(C)(C3CC3)C2=O)cc1S(=O)(=O)N1CCCCC1` (stereo not drawn) gave SUMO1-SIM PPI 5, STEP inh -3, NadD block 0, PABP1 MLLE inh 1, Rpn11 inh inactive, LMPTP inh 0.1, CSN deneddyl inh 0, DNMT1 inh -2, Scp1 inh -9 and TbMetRS inhib -0.1.
`O=C(Nc1ccc(-c2nnn(CC(=O)N3CCN(C(=O)c4ccco4)CC3)n2)cc1)c1ccc(F)cc1` gave SUMO1-SIM PPI 22, STEP inh 3, NadD block 2, PABP1 MLLE inh 5, Rpn11 inh inactive, LMPTP inh 1.7, CSN deneddyl inh -6, DNMT1 inh 0, Scp1 inh 26 and TbMetRS inhib -1.1.
CCOC(=O)c1ccccc1NC(=O)c1cccs1 was read as SUMO1-SIM PPI -2, STEP inh 0, NadD block -9, PABP1 MLLE inh 1, Rpn11 inh inactive, LMPTP inh -1.0, CSN deneddyl inh 1, DNMT1 inh 2, Scp1 inh -30 and TbMetRS inhib -1.3.
Screening COc1ccccc1NC(=O)CCCCC(=O)Nc1ccccc1OC returned SUMO1-SIM PPI 0, STEP inh 1, NadD block -3, PABP1 MLLE inh -1, Rpn11 inh inactive, LMPTP inh -0.6, CSN deneddyl inh 1, DNMT1 inh 0, Scp1 inh -3 and TbMetRS inhib -0.7.
`COc1ccc(CN2CCNC(=O)C2CC(=O)NC2CCOCC2)cc1C` (stereo not drawn) gave SUMO1-SIM PPI -5, STEP inh -2, NadD block 0, PABP1 MLLE inh -2, Rpn11 inh inactive, LMPTP inh -1.8, CSN deneddyl inh 5, DNMT1 inh -2, Scp1 inh -8 and TbMetRS inhib -0.1.
Screening Cc1ccc(NCC(=O)N/N=C\c2cccc(O)c2)cc1 returned SUMO1-SIM PPI 1, STEP inh -4, NadD block 6, PABP1 MLLE inh -26, Rpn11 inh inactive, LMPTP inh -0.1, CSN deneddyl inh 6, DNMT1 inh 58*, Scp1 inh -3 and TbMetRS inhib 0.6.
CC(=O)NC1CCC(OC(=O)Nc2ccccc2)CC1 (stereo not drawn) was read as SUMO1-SIM PPI 2, STEP inh 3, NadD block 0, PABP1 MLLE inh -1, Rpn11 inh inactive, LMPTP inh -0.7, CSN deneddyl inh -2, DNMT1 inh 4, Scp1 inh 0 and TbMetRS inhib -0.2.
`COC(=O)/C=C\C(C#N)(C#N)N=Cc1ccc(OC)cc1` gave SUMO1-SIM PPI -11, STEP inh 0, NadD block 3, PABP1 MLLE inh 4, Rpn11 inh inactive, LMPTP inh 0.4, CSN deneddyl inh 4, DNMT1 inh -7, Scp1 inh -2 and TbMetRS inhib -0.6.
`C/C(CC(=O)Nc1ccc(Cl)cc1Cl)=N\NC(=O)c1ccco1` gave SUMO1-SIM PPI 5, STEP inh -1, NadD block 2, PABP1 MLLE inh -6, Rpn11 inh inactive, LMPTP inh 0.1, CSN deneddyl inh 1, DNMT1 inh 2, Scp1 inh -2 and TbMetRS inhib -0.7.
Screening CCc1ccccc1NS(=O)(=O)c1cc2c(cc1C)n(C)c(=O)c(=O)n2C returned SUMO1-SIM PPI 5, STEP inh 1, NadD block 7, PABP1 MLLE inh -8, Rpn11 inh inactive, LMPTP inh 1.0, CSN deneddyl inh -4, DNMT1 inh -3, Scp1 inh -10 and TbMetRS inhib -1.1.
Cc1cc(C(C)(C)C)oc1C(=O)OCC(=O)NC1CCCCC1 was read as SUMO1-SIM PPI 3, STEP inh -2, NadD block -8, PABP1 MLLE inh -10, Rpn11 inh inactive, LMPTP inh -0.1, CSN deneddyl inh 8, DNMT1 inh -1, Scp1 inh -3 and TbMetRS inhib -0.9.
Screening CN1CCC[C@@H]1CCNC(=O)c1cccc2c1C(=O)c1ccc(N3CCCC3)cc1S2(=O)=O returned SUMO1-SIM PPI -59, STEP inh -2, NadD block 0, PABP1 MLLE inh -64, LMPTP inh 4.4, CSN deneddyl inh 27, DNMT1 inh 4, Scp1 inh -6 and TbMetRS inhib -0.2.
For Cc1ccccc1NC(=O)COc1ccc(Br)cc1C the results were SUMO1-SIM PPI 1, STEP inh 1, NadD block -8, PABP1 MLLE inh -3, Rpn11 inh inactive, LMPTP inh 0.5, CSN deneddyl inh -4, DNMT1 inh 1, Scp1 inh -13 and TbMetRS inhib 1.7.
For CCC(C)NC(=O)CNC(=O)c1nn(-c2ccc(OC)cc2)c(=O)c2ccccc12 (stereo not drawn) the results were SUMO1-SIM PPI -14, STEP inh -1, NadD block -7, PABP1 MLLE inh 4, Rpn11 inh inactive, LMPTP inh -0.5, CSN deneddyl inh 1, DNMT1 inh 2, Scp1 inh -6 and TbMetRS inhib -0.2.
`CC(C)c1ccc(NC2CCCN(C(=O)C3=NN(C)C(=O)CC3)C2)cc1` (stereo not drawn) gave SUMO1-SIM PPI 5, STEP inh -2, NadD block -1, PABP1 MLLE inh -3, Rpn11 inh inactive, LMPTP inh -1.9, CSN deneddyl inh 5, DNMT1 inh 3, Scp1 inh -6 and TbMetRS inhib -0.2.

Looked up by compound from the list above (3):
For COc1ccc(CNC(=S)N/N=C/c2ccc(O)c(OC)c2)cc1 the results were SUMO1-SIM PPI 3, STEP inh -5, NadD block -5, PABP1 MLLE inh 9, Rpn11 inh inactive, LMPTP inh -0.1, CSN deneddyl inh -3, DNMT1 inh -1, Scp1 inh -10 and TbMetRS inhib -0.3.
`O=C(Nc1ccc(-c2nnn(CC(=O)N3CCN(C(=O)c4ccco4)CC3)n2)cc1)c1ccc(F)cc1` gave SUMO1-SIM PPI 22, STEP inh 3, NadD block 2, PABP1 MLLE inh 5, Rpn11 inh inactive, LMPTP inh 1.7, CSN deneddyl inh -6, DNMT1 inh 0, Scp1 inh 26 and TbMetRS inhib -1.1.
`Cc1cccc(NS(=O)(=O)c2cn(C)c(=O)n(C)c2=O)c1C` gave SUMO1-SIM PPI 1, STEP inh 3, NadD block -5, PABP1 MLLE inh -15, Rpn11 inh inactive, LMPTP inh -2.1, CSN deneddyl inh -8, DNMT1 inh 4, Scp1 inh -4 and TbMetRS inhib -0.7.

(cont.)
`CC(=O)Nc1ccc(NC(=O)c2ccc(Cn3cc(Cl)cn3)cc2)cc1` gave SUMO1-SIM PPI 0, STEP inh 1, NadD block 5, PABP1 MLLE inh 9, Rpn11 inh inactive, LMPTP inh -0.8, CSN deneddyl inh 2, DNMT1 inh 4, Scp1 inh -10 and TbMetRS inhib 0.2.
Screening COc1ccc(-n2ncc3c(NCCN4CCOCC4)ncnc32)cc1 returned SUMO1-SIM PPI -3, STEP inh 2, NadD block 6, PABP1 MLLE inh 3, Rpn11 inh inactive, LMPTP inh -0.4, CSN deneddyl inh -4, DNMT1 inh -1, Scp1 inh -5 and TbMetRS inhib 0.2.
Screening Cc1ccc(C2=NN(C(=O)CCC(=O)O)C(c3cccs3)C2)cc1 (stereo not drawn) returned SUMO1-SIM PPI -4, STEP inh 7, NadD block -1, PABP1 MLLE inh -8, Rpn11 inh inactive, LMPTP inh -0.9, CSN deneddyl inh 4, DNMT1 inh 2, Scp1 inh -11 and TbMetRS inhib -0.1.
Cc1ccc(C(=O)COC(=O)c2ccc(Br)o2)cc1C was read as SUMO1-SIM PPI 2, STEP inh 4, NadD block -3, PABP1 MLLE inh 8, Rpn11 inh inactive, LMPTP inh 0.7, CSN deneddyl inh 2, DNMT1 inh -5, Scp1 inh -13 and TbMetRS inhib -0.6.
For COCc1cc(CN(C)C(=O)c2oc3c(F)cccc3c2C)[nH]n1 the results were SUMO1-SIM PPI -3, STEP inh -3, NadD block -6, PABP1 MLLE inh 9, Rpn11 inh inactive, LMPTP inh -1.6, CSN deneddyl inh 3, DNMT1 inh 3, Scp1 inh -8 and TbMetRS inhib -0.3.
Brc1c(-c2ccccc2)nc2n1Cc1ccccc1-2 was read as SUMO1-SIM PPI 9, STEP inh 0, NadD block -5, PABP1 MLLE inh -12, Rpn11 inh inactive, LMPTP inh 2.9, CSN deneddyl inh -2, DNMT1 inh -3, Scp1 inh -5 and TbMetRS inhib -0.5.
For CCCc1ccc(C(=O)NNC(=O)c2ccc(Cl)cc2)cc1 the results were SUMO1-SIM PPI 3, STEP inh 4, NadD block 1, PABP1 MLLE inh 0, Rpn11 inh inactive, LMPTP inh 25, CSN deneddyl inh 1, DNMT1 inh 12, Scp1 inh 94* and TbMetRS inhib -1.3.

Compound activity as filed in PubChem BioAssay.
